High-throughput results (PubChem)
IL-2 act: IL-2 activation. IL-2 activation reporter assay, cell-based qHTS; stimulated with anti-CD3/CD4/CD28 beads; in transgenic mouse T cells. activation, % (series mostly up to about 46 µM). 360,000 tested, 0.065% active. AID 652025; in the data active = activation above about 50%; inconclusive = mostly about 30% to 49%; also: 0% is about no effect
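Readout: EGFP and DsRed signals by fluorescent plate cytometry. Unstimulated transgenic mouse T cells received compound 60 min before antibody-bead stimulation, then incubated 18 h at 37 degrees C.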
EPAC1 agonist: EPAC1 (human) agonism; EPAC1 agonist qHTS, biochemical assay; response scale: 100% = response to 6.5 mM cAMP; Potency, µM (highest dose often 154 µM), for inactives: top-dose activation, actives largely listed as activators; AID 720707; O95398; 360,000 tested, 0.073% active; also: potency is read from the fitted curve at half-maximal effect; nearly all actives have a fitted effect of over 60% in size
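Normalized to 6.5 mM cAMP, activity reflects EPAC1-catalysed release of BODIPY-GDP from Rap1B, followed kinetically over 30 min at 480 nm excitation, 540 nm emission. Reaction contained 100 nM EPAC1, 250 nM Rap1B-BODIPY-GDP, 50 uM GDP.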
EPAC2 agonist: agonists of human EPAC2 (RAPGEF4); Q8WZA2; EPAC2 activation, biochemical qHTS; response scale: 100% = 6.5 mM cAMP response; Potency, µM (series often up to 154 µM), inactives show at the highest dose activation, actives largely listed as activators; 360,000 tested, 0.079% active; AID 720711; also: potency is read from the fitted curve at half-maximal effect; nearly all actives have a fitted effect of over 50% in size
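Guanine nucleotide exchange by EPAC2 is measured as reduced fluorescence of BODIPY-GDP once it is released from 250 nM Rap1B. Plates are read kinetically for 30 min at room temperature; results are scaled to 6.5 mM cAMP.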
CCT modulator: modulators of cytosolic chaperonin (CCT/TRiC) activity; purified chaperonin ATPase assay, HTRF ADP detection, 30 min; activity change, % (no concentration beside the values), hits read low; 360,000 tested, 0.3% active; in the data active = activity change below about -30%; also: % is scaled to controls: 0 for no effect and ±100 for the full control effect
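ATPase activity: ADP formed was measured by HTRF Transcreener (665/615 nm ratio) after 30 min at 37 deg C with 10 uM ATP. Compounds screened at one 76 uM concentration against 40 or 20 nM TRiC in Tris pH 7.4/KCl/MgCl2/DTT buffer.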
PI5P4K alpha inh: inhibitors of human PI5P4K alpha; AID 652105; P48426; 330,000 tested, 1.2% active; max response, %; PI5P4Kalpha enzyme, ADP-Glo luminescence, 60 min; stronger effect = lower value; active = max response of -50% or lower; inconclusive = between -30% and -50%; inactive = -30% or higher; also: value at the top dose of about 77 µM; % is scaled to controls: 0 for no effect and ±100 for the full control effect
Target sequence (P48426 whole entry, looked up): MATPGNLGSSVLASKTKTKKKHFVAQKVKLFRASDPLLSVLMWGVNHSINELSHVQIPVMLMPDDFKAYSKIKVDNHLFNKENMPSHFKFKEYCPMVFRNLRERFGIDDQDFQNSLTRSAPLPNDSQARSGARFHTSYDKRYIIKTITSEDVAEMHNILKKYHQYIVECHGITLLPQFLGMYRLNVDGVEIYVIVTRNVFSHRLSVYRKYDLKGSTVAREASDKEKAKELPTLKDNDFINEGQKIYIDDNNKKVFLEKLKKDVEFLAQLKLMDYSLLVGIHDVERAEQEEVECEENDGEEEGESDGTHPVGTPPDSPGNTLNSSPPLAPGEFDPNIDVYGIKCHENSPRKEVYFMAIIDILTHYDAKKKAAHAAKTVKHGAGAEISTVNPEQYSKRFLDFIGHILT
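Controls without substrate or without enzyme flank wells where PI5P4Kalpha converts substrate using 5 microM ATP (final). Incubation lasts 60 minutes at room temperature; ADP formed is read by ADP-Glo luminescence.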
PLK1 PBD block: inhibitors of human PLK1 polo-box domain binding; P53350; Plk1 PBD binding of FITC phosphopeptide, fluorescence polarization; Potency, µM, without a hit: max response, negative = inhibition, actives largely listed as inhibitors; 360,000 tested, 2.8% active; also: potency is read from the fitted curve at half-maximal effect; series mostly up to about 57 µM; % is scaled to controls: 0 for no effect and ±100 for the full control effect; nearly all actives have a fitted effect of over 65% in size
Target sequence (P53350 whole entry, looked up, the tested form may be a part): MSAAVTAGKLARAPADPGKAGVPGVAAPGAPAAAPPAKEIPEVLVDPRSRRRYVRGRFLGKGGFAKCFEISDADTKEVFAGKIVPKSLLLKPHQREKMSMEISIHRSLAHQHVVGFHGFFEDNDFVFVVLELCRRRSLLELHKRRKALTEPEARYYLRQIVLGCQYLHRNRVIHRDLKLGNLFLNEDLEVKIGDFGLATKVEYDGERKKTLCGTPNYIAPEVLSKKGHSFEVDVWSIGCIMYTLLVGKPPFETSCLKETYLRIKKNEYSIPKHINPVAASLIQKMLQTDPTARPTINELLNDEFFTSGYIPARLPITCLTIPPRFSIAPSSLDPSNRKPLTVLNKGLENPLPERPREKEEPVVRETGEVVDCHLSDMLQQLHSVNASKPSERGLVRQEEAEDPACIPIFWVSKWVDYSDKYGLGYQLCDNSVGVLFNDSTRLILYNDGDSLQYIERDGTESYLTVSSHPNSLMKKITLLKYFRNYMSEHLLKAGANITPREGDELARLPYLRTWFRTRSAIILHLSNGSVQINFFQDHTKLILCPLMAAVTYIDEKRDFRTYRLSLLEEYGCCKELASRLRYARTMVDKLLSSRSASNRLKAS
EPAC1 antag: blocks human EPAC1 exchange factor | 360,000 tested, 0.14% active | O95398 | EPAC1 GEF assay, Rap1b-BODIPY-GDP exchange fluorescence | Potency, µM (titrated, usually from 115 µM), for the others: at the highest dose activity change, negative = inhibition, most hits filed as inhibitors;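 also: potency is read from the fitted curve at half-maximal effect; plate controls were vehicle for no effect and positive control for full effect; nearly all actives have a fitted effect of over 50% in size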
WRN helicase inh: blocks human WRN helicase. Q14191. WRN helicase unwinding, fluorescent forked duplex, kinetic. Potency, µM (doses to about 114 µM), without a hit: at the highest dose activity change, negative = inhibition, most hits filed as inhibitors. 360,000 tested, 0.46% active. AID 651768; also: potency is read from the fitted curve at half-maximal effect; % is scaled to controls: 0 for no effect and ±100 for the full control effect; nearly all actives have a fitted effect of over 55% in size
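WRN at 20 nM final preincubated with compound 15 min at room temperature; reaction started with 100 nM fluorophore/quencher forked duplex oligonucleotide and 2 mM ATP final. Unwinding followed kinetically by red fluorescence (ex 525, em 598 nm).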
* = called active by the depositor; u = inconclusive; x = not tested or not shown; [ ] = dose if it differs, or a comment. Unless noted, calls follow the shape of the dose curve; as a rule, active = well fitted curve in the direction sought with a large enough effect; inconclusive = small, poorly fitted or top-dose-only effect, or another doubt; inactive = no such curve, though single readings can be large; an effect the other way counts as inactive or inconclusive.

SMILES	IL-2 act	EPAC1 agonist	EPAC2 agonist	CCT modulator	PI5P4K alpha inh	PLK1 PBD block	EPAC1 antag	WRN helicase inh
O=C(OC(C(=O)Nc1cccc(C(F)(F)F)c1)c1ccccc1)C1CCCCC1 (centres undefined)	-0.3	-12%	1%	-4.8	3	1%	-9%	-7%
Cc1ccc(S(=O)(=O)N[C@@H](C)CO)cc1	0.4	4%	1%	x	-1	-6%	-1%	-8%
Cn1nc(C(=O)Nc2ccc(S(=O)(=O)N3CCCCC3)cc2)c2ccccc2c1=O	-5.8	14%	8%	0.6	-1	-11%	u	-29%
Clc1ccc(-c2cnc3ccccc3n2)cc1	-0.8	2%	-6%	-0.4	9	-4%	-9%	-12%
CN(C(=O)c1ccnn1C)C1CCCN(Cc2ccccc2F)C1 (centres undefined)	2.1	-1%	5%	0.2	0	0%	0%	-3%
CN(CC(=O)Nc1ccc(N2CCOCC2)cc1)Cc1cc(=O)n2ccsc2n1	-0.8	0%	-3%	-2.8	-19	-4%	-19%	-30%
OC(CN1CCNCC1)Cn1c2ccccc2c2ccccc21 (centres undefined)	1.9	-1%	3%	-0.1	0	-13%	12%	-1%[57.1 µM]
Nc1nonc1-n1nnc(C(=O)N/N=C/c2ccco2)c1CSc1ccccc1	-0.4	-6%	2%	1.4	-1	-6%	16%	9%
O=C(Cn1c(=O)c(=O)n(Cc2ccccc2)c2ccc(Cl)cc21)Nc1cccc(F)c1	1.5	-9%	-7%	-2.4	-16	-1%	6%	3%
COc1cc(OC)c(Cl)cc1N	0.8	-3%	2%	-0.4	-28	6.7µM*	-3%	3%
C[C@@H]1CN([C@@H](C)CO)C(=O)c2cc(N(C)C)ccc2O[C@@H](C)CCCCO[C@@H]1CN(C)Cc1ccc2c(c1)OCO2	-2.9	-6%	7%	-0.8	-13	-22%	14%	0%
Oc1ccc2[nH]cnc2c1CN1CCCCC1	0.6	-2%	-1%	0.8	-8	2%	3%	6%
O=C(COc1ccc(Cl)cc1Cl)N1CCN(C(=O)c2ccco2)CC1	0.5	11%	11%	0.7	2	-4%	23%	16%
CCc1ccccc1NC(=O)c1cccc(NC(=O)/C=C/c2ccco2)c1	1.7	3%	4%	-2.2	-12	-4%	8%	-4%
CC(Sc1nnc(CN2CCCC2)n1Cc1ccccc1)C(=O)Nc1ccc(F)cc1Cl (centres undefined)	-3.2	0%	-8%	-14	-6	2%	-4%	-5%
Cn1c(SCC(=O)NCc2ccc3c(c2)OCO3)nnc1-c1c[nH]c2ccccc12	3.5	-4%	-3%	1.7	x	-3%	12%	-1%
COc1cc(NC(=O)C2=C(C)OCCS2)c(Cl)cc1C(=O)NCCN1CCN(C)CC1	0.6	-2%	11%	-1.6	6	-9%	-10%	7%
Cc1ccc(S(=O)(=O)NCC(=O)OC(C)C(=O)c2ccccc2)cc1 (centres undefined)	1.6	4%	8%	-2.0	-4	-2%	-14%	0%
Cc1onc(-c2ccccc2)c1NC(=O)Nc1c(-c2ccccc2)noc1C	-2.3	6%	7%	2.2	1	-2%	-10%	-8%
CC(C)OC(=O)C[N+](C)(C)CCN1C(=O)C2C(c3ccccc3)C=CC(c3ccccc3)C2C1=O (centres undefined)	-0.1	-3%	-2%	0.8	9	2%	5%	-12%
COc1ccc(OC)c(NC(=O)c2ccc3c(=O)n(CCc4ccccc4)c(=S)[nH]c3c2)c1	0.2	9%	-2%	-3.0	4	-3%	15%	6%
O=C(NCN1CCN(CCO)CC1)c1cnccn1	-0.9	1%	4%	0.5	-2	-7%	11%	8%
CCOc1cc(/C=C(/C#N)C(=O)Nc2ccc(O)cc2)cc(Br)c1O	17	3%	4%	-1.6	-71*	38%[activator]	u	u
CN(C)c1ccc(P(=O)(OCc2ccccc2)C(O)c2ccccc2F)cc1 (centres undefined)	0.4	9%	4%	0.0	2	-10%	12%	-9%
CCc1sc(N)nc1-c1ccccc1	-0.1	2%	-4%	-1.4	0	-16%	2%	3%

One compound at a time, from the list above. Screens in order: IL-2 act	EPAC1 agonist	EPAC2 agonist	CCT modulator	PI5P4K alpha inh	PLK1 PBD block	EPAC1 antag	WRN helicase inh
CCc1sc(N)nc1-c1ccccc1 reads -0.1	2%	-4%	-1.4	0	-16%	2%	3%
CC(C)OC(=O)C[N+](C)(C)CCN1C(=O)C2C(c3ccccc3)C=CC(c3ccccc3)C2C1=O (centres undefined) reads -0.1	-3%	-2%	0.8	9	2%	5%	-12%
CN(C(=O)c1ccnn1C)C1CCCN(Cc2ccccc2F)C1 (centres undefined) reads 2.1	-1%	5%	0.2	0	0%	0%	-3%
CN(C)c1ccc(P(=O)(OCc2ccccc2)C(O)c2ccccc2F)cc1 (centres undefined) reads 0.4	9%	4%	0.0	2	-10%	12%	-9%
OC(CN1CCNCC1)Cn1c2ccccc2c2ccccc21 (centres undefined) reads 1.9	-1%	3%	-0.1	0	-13%	12%	-1%[57.1 µM]

The listing picks up; the five compounds before the break are reprinted first.
SMILES	IL-2 act	EPAC1 agonist	EPAC2 agonist	CCT modulator	PI5P4K alpha inh	PLK1 PBD block	EPAC1 antag	WRN helicase inh
COc1ccc(OC)c(NC(=O)c2ccc3c(=O)n(CCc4ccccc4)c(=S)[nH]c3c2)c1	0.2	9%	-2%	-3.0	4	-3%	15%	6%
O=C(NCN1CCN(CCO)CC1)c1cnccn1	-0.9	1%	4%	0.5	-2	-7%	11%	8%
CCOc1cc(/C=C(/C#N)C(=O)Nc2ccc(O)cc2)cc(Br)c1O	17	3%	4%	-1.6	-71*	38%[activator]	u	u
CN(C)c1ccc(P(=O)(OCc2ccccc2)C(O)c2ccccc2F)cc1 (centres undefined)	0.4	9%	4%	0.0	2	-10%	12%	-9%
CCc1sc(N)nc1-c1ccccc1	-0.1	2%	-4%	-1.4	0	-16%	2%	3%
Cc1ccnc2nc(C(=O)OCC(=O)NCCc3ccc(Cl)cc3)nn12	-0.2	3%	-4%	-1.2	-8	-5%	-1%	1%
COc1ccc(C(=O)N[C@H]2CCCCNC2=O)cc1OC1CCN(C(C)C)CC1	4.2	2%	-2%	-15	-2	13%	4%	5%[57.1 µM]
N#Cc1ccc(CSc2nnc(NC(=O)CCc3nc4ccccc4c(=O)[nH]3)s2)cc1	2.7	7%	1%	-1.2	-13	-8%	-6%	0%
CC(C)N1C(=O)S/C(=C/c2ccc(Sc3nc4ccccc4[nH]3)o2)C1=O	-3.5	7%	10%	-2.4	-5	-2%	-12%	-21%
COc1ccc(Cl)cc1-n1c(C)ccc1C	0.7	-1%	7%	-1.7	-2	-4%	-20%	6%
NC(=O)c1c(NC(=O)CSc2nc(N)cc(=O)[nH]2)sc2c1CCCC2	1.5	-6%	-3%	0.5	u	-4%	5%	2%
O=C(NNC(=O)c1ccc([N+](=O)[O-])o1)c1ccccc1	-0.2	-3%	7%	-0.2	2	-4%	9%	-1%
COc1ccc(/C=C2\CCC(C3CCCC3)C2=O)cc1Cn1nc(C)cc1C (centres undefined)	0.6	3%	-6%	-0.1	-1	-1%	21%	-20%[57.1 µM]
CC1CN(Cc2ccccn2)CCC1=O (centres undefined)	-2.2	12%	2%	-0.6	1	-2%	1%	-17%
Cc1ccc(S(=O)(=O)N2CCN(S(=O)(=O)N(C)C)CC2)cc1	0.0	5%	8%	-1.9	8	u	10%	25%
O=C(CCCN1C(=O)c2ccccc2C1=O)Nc1ccc2c(c1)OCCO2	-0.1	5%	10%	-4.2	4	-7%	-10%	6%
CN(Cc1cn(Cc2ccccc2)nc1-c1ccc2c(c1)OCO2)Cc1nccn1C	-0.7	3%	4%	-4.7	7	-8%	-1%	-3%
NC(=O)CC(NC(=O)c1cccc(Br)c1)c1ccc(NC2CCCCCCC2)c([N+](=O)[O-])c1 (centres undefined)	0.5	-7%	-2%	-1.1	-7	3%	1%	-4%
CC(C)NC(=O)C(=O)c1cn(C)c2ccccc12	1.8	-2%	1%	2.0	-5	1%	7%	3%
O=C(CN1C(=O)/C(=C/c2ccccc2)SC1=S)Nc1ncc(Cc2ccccc2)s1	0.3	10%	6%	-1.7	-6	-8%	-19%	-6%
CN(C)C(=O)c1ccc(NC(=O)COC(=O)c2cc3c(s2)CCCCC3)cc1	0.0	-1%	-1%	-0.7	8	3%	12%	-7%
CC(=O)CSc1ncnc2nc[nH]c12	-0.5	-7%	13%	-0.6	0	-1%	2%	7%
COCCn1c(SCC(=O)N2CCCC2)nc2c(c1=O)SCC2	-1.9	16%	-4%	0.3	5	-5%	-7%	3%
NC(=O)c1ccc(=O)n(Cc2ccc(Cl)cc2Cl)c1	-0.1	16%	-5%	2.0	-3	-6%	2%	-6%
O=C(N/N=C/c1ccc(OC(=O)c2cccs2)cc1)c1ccc(F)cc1	0.1	1%	5%	-0.9	-1	-9%	-1%	-7%
O=C(Oc1ccc(Cl)c2cccnc12)N1CCCCC1	0.5	0%	1%	-0.4	x	-6%	1%	0%
Cc1cc(Oc2ccccc2F)nc(NCc2ccccc2)n1	-1.1	11%	13%	0.6	1	0%	-13%	-13%
C=CCOc1ccc(-c2nc3c(c(=O)[nH]c(=O)n3Cc3ccccc3)n2CCCOC)cc1	-2.2	1%	-6%	0.8	2	u	-10%	-12%
O=c1cc(-c2ccc(Cl)c(Cl)c2)[nH][nH]1	0.1	2%	6%	-0.1	-1	1%	1%	-1%

These rows are one share of the data; rates above refer to the full screens.
